Keap1-Nrf2 PPI: inhibitors of human Keap1-Nrf2 protein-protein interaction | actives 0.15% (n = 340,000) | AID 504523 | inhibition, % at 9.4 µM | Q14145 | Keap1 Kelch-Nrf2 peptide fluorescence polarization, 1536-well; in the data active = inhibition above about 12%;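 also: human Keap1 Kelch domain with fluorescein labeled Nrf2 9mer peptide probe; 0% = neutral control wells and 100% = peptide positive control; higher means more block of Keap1 binding to Nrf2 peptide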
V-ATPase pH: regulators of yeast V-ATPase proton transport; S. cerevisiae, pHLuorin cytosolic pH fluorescence; response, % at 10 µM; actives 0.37% (n = 350,000); in the data active = response mostly above about 7.3%, no sharp cut-off; inactive = mostly below about 5.4%; also: actives read high; inactives centre near 0; some compounds called inactive have numbers as strong as hits; reference of the scale not given here
Pemphigus Ab inh: human desmoglein-3 autoantibody binding inhibition. DSG3-coupled beads, scFv-anti-DSG3-GFP binding, flow cytometry; hits give low values. binding (percent of control), % at 10 µM. actives 0.48% (n = 310,000). AID 588358;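 active = binding more than 3 SD below its plate's average and above zero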;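 also: hits lower antibody fragment binding to DSG3; some compounds called inactive have numbers as strong as hits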
Target sequence (P32926 whole entry, looked up, the tested form may be a part): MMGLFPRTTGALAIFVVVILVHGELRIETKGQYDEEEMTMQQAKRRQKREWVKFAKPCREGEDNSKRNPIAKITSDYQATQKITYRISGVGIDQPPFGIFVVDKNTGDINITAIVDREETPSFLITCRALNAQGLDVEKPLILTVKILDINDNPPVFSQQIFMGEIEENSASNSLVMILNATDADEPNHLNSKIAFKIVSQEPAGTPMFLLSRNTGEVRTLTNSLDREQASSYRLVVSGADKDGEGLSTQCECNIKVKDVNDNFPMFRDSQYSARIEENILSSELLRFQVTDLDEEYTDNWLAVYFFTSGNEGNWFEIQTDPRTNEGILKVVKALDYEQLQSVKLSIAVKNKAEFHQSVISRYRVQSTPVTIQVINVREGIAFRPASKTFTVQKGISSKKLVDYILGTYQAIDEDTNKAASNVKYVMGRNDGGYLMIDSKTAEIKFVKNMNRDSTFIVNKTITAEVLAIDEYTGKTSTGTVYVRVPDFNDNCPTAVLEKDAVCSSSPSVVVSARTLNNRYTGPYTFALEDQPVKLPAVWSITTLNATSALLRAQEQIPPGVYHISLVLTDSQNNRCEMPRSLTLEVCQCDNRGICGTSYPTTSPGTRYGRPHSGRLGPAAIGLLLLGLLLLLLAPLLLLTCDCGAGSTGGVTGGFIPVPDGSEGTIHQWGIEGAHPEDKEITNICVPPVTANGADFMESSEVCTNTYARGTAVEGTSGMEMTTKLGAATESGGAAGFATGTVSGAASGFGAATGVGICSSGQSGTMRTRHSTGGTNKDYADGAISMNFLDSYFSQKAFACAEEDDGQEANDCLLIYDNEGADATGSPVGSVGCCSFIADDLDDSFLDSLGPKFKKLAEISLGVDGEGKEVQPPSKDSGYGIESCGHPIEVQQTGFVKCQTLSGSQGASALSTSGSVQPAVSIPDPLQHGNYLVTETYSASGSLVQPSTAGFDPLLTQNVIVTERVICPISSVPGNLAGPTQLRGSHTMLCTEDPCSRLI
LANA DNA inh: KSHV C-LANA DNA binding inhibition | MBP-C-LANA/FAM-LBS DNA binding, fluorescence polarization | inhibition, % at 9 µM | actives 0.078% (n = 340,000);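 active = highest replicate inhibition at or above 60% at 9 µM, even if other replicates fall short; inactive = all replicates below 60% inhibition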;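 also: 0% = neutral control wells and 100% = 4 µM acridine orange control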
OPRM1-OPRD1 ag: agonists of human mu-delta opioid receptor heterodimerization; P35372+P41143; AID 504326; activation, % at 9.3 µM; actives 0.3% (n = 340,000); cells, OPRM1-OPRD1 heterodimerization, luminescence; in the data active = activation above about 18%;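 also: 0% = vehicle-treated cells and 100% = reference agonist; values of inactives mirror those of a sister screen read the other way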
cardiac RTF act: cardiac RTF calcium sensitization; P19429+P45379; IANBD-labeled TnC RTF fluorescence at EC20 calcium; 0% EC20 calcium, 100% full calcium; activation, % at 7.2 µM; actives 0.24% (n = 340,000);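 active = activation above the mean over all tested compounds plus 3 SD, cut at about 30% in these data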;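 also: rise in fluorescence read as greater calcium sensitivity of cardiac thin filaments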
Wnt act: activators of Wnt/beta-catenin signaling. Wnt/beta-catenin reporter cell assay, activator, plate reader. activation, % at 9.35 µM. actives 1.2% (n = 300,000). AID 743398; in the data active = activation above about 30%, passing the limit was not always enough;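 also: 0% = neutral control wells and 100% = positive control wells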
Arr AP2 block: blocks beta-arrestin peptide binding to AP2 adaptin; FITC-arrestin peptide / GST-AP2 beads, flow cytometry; AP2 beta2 appendage carries R879A mutation; inhibition, % at 10 µM; actives 0.31% (n = 340,000); AID 504490;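 active = inhibition above a set limit, near 3 SD of compounds lacking own fluorescence, cut at about 54% in these data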;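 also: plate controls were DMSO wells for no effect and 5 µM unlabelled arrestin peptide for full effect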
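System: GST-AP2 R879A glutathione beads; medium: PBS, Tween 20 0.05%, BSA 0.1%; reagent: fluorescein-tagged arrestin peptide at 50 nM final; schedule: pre-incubation 12 min, peptide binding 1 h, room temperature; detection: flow cytometry, FL1 (488/535 nm); read-out: inhibition as reduced fluorescein signal on beads, percent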
Cardiac RTF inh: cardiac RTF calcium desensitization; P19429+P45379; IANBD-labeled cardiac RTF, Ca2+ fluorescence; inhibition, % at 7.15 µM; actives 0.12% (n = 340,000); AID 493244;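 active = inhibition above the mean inhibition of all tested compounds plus 3 SD, cut at about 17% in these data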;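 also: assay run at fixed EC70 calcium of 1.6 mM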
MOR-DOR inv ag: mu-delta opioid heterodimer inverse agonism. P35372+P41143. cell-based MOR-DOR heterodimer luminescence. inhibition, % at 9.3 µM. actives 0.21% (n = 340,000); in the data active = inhibition above about 22%, passing the limit was not always enough;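 also: 0% = cells with DMSO and 100% = wells without cells with DMSO; values of inactives mirror those of a sister screen read the other way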
Starred values were filed as active, the others as inactive; . = no result given.

SMILES	Keap1-Nrf2 PPI	V-ATPase pH	Pemphigus Ab inh	LANA DNA inh	OPRM1-OPRD1 ag	cardiac RTF act	Wnt act	Arr AP2 block	Cardiac RTF inh	MOR-DOR inv ag
Cc1ccc(CN=C2NC(=O)C(CC(=O)NCCc3ccccc3)S2)cc1 (centres undefined)	0	-2	111	0.2	-3.0	-6	.	0	10	14
C=CCn1c(Cc2ccc(OC)cc2)nnc1SCC(=O)NCCc1ccccc1	-6	4	107	0.5	-2.4	4	.	4	1	12
O=C(NNC(=O)c1ccc(Cl)cc1Cl)c1ccc2ccccc2c1	-2	0	116	2.5	-0.2	-5	-2	20	-1	1
C=CCN1CCN(C(c2cc(OC)ccc2OC)c2nnnn2CC2CCCO2)CC1 (centres undefined)	-2	3	104	1.2	-4.5	-4	.	-7	-8	20
Cc1cc([N+](=O)[O-])ccc1NC(=O)c1sc2ncn(CC(=O)N3CCOCC3)c(=O)c2c1C	2	-2	93	0.8	0.0	-1	0	-7	4	0
Cc1ccccc1NC(=O)CN1CCC(n2nnc3ccccc32)CC1	-5	1	102	-0.7	1.2	-1	1	11	4	-7
N#Cc1cccc(S(=O)(=O)NCCOc2ccccc2F)c1	-2	2	107	0.1	-4.1	2	-3	2	2	16
CCOC(=O)C(=O)NNc1cccc(C)c1C	-2	3	99	0.1	-0.9	6	-2	20	-6	5
O=C(CN1CCN(S(=O)(=O)c2ccc(Cl)cc2)CC1)NC(=O)NC1CCCCC1	-4	4	.	1.0	5.1	5	3	-1	-11	-32
COCCCNC(=O)Cc1coc2ccc3ccccc3c12	-1	2	.	1.5	-1.8	-6	0	-38	2	8
O=C(NC(=S)Nc1ccc2c(c1)OCCO2)c1cccc(Br)c1	-2	-1	102	0.9	1.7	1	.	.	-5	-9
CCCCC/C=C/C1=CC(=O)C[C@H](c2ccc(Cl)cc2)C1	-3	-1	104	-0.9	-0.6	6	-2	-9	3	4
CCOC(=O)/C=C1\SCC(=O)N1CCOc1cccc(Br)c1	-2	3	105	0.6	1.3	-4	-4	17	-9	-7
CN1CCN(CCCNC(=O)CCCOc2cc(=O)n(C)c3ccccc23)CC1	-6	3	102	1.7	-3.2	0	1	5	0	17
CCOc1cc(C(=O)NCCN2CCOCC2)cc(OCC)c1OCC	6	1	101	0.9	2.1	-1	.	5	-14	-12
COc1cccc(OC)c1C(=O)OCC(=O)N1CCC(Cc2ccccc2)CC1	-3	-1	138	-4.2	1.2	-2	2	-8	-1	-6
O=C(CCN1C(=O)C2CCCCC2C1=O)Nc1ccc(OC(F)F)cc1 (centres undefined)	.	2	104	.	-0.4	3	-3	6	-20	2
C[C@@]12C(=O)Nc3cc(Cl)ccc3C(=O)N1[C@H]1c3cc(Cl)ccc3OC[C@@H]1[C@@H]2c1ccccc1	-3	4	95	0.0	3.9	7	-2	10	10	-22
Cc1cccc(Nc2ccncc2S(=O)(=O)NC(=O)NC(C)C)c1	-4	-3	103	1.6	-0.6	-4	5	23	2	4
O=C(Nc1nnc(Cc2ccccc2)s1)c1cccs1	-1	1	100	1.3	-2.3	4	.	3	-3	13
COc1ccccc1CNC(=O)C1Cc2ccccc2C(=O)O1 (centres undefined)	1	3	101	0.6	-1.1	0	1	11	-14	5
CCSc1nnc(NC(=O)C2CCN(S(=O)(=O)c3cc(C(F)(F)F)ccc3Cl)CC2)s1	-2	-6	121	-0.6	-3.5	1	-3	25	-6	19
Cn1nc(C(F)(F)F)c(-c2ccc(Br)cc2)c1NC(=O)c1nccnc1C(=O)O	3	-2	101	-2.2	-2.8	-2	-1	9	1	14
O=C(NC1CCCCC1)n1c(=O)oc2ccc(Cl)cc21	4	0	101	0.9	-0.3	-3	8	-6	-3	2
Cc1noc(C)c1CSc1nnc(C)c(=O)[nH]1	0	1	103	-1.3	0.5	3	-5	23	-9	-3
CC(C(=O)NCCS(=O)(=O)c1ccc(Cl)cc1)S(=O)(=O)c1ccc(Cl)cc1 (centres undefined)	-2	0	105	-2.0	-0.3	9	4	11	-7	1
Cc1ccc(S(=O)(=O)N2CCN(C3CCN(Cc4ccccc4)CC3)CC2)cc1	0	1	96	-0.4	1.5	4	.	4	-11	-9
Fc1ccccc1-c1csc(=Nc2cccnc2)n1CC1CCCO1 (centres undefined)	-1	-2	104	-0.3	-1.1	-3	2	25	-6	7
c1ccc(Nc2nc(NCC3CCCO3)c3ccccc3n2)cc1 (centres undefined)	-2	-2	103	0.9	3.5	0	0	1	-5	-18
Cc1ccc(NC(=O)CS(=O)(=O)c2cn(CC(=O)N3CCOCC3)c3ccccc23)cc1	-2	-6	90	-1.1	-0.4	8	1	32	-16	2
CCOc1ccccc1NC(=S)N1CCN(c2cccc(OC)c2)CC1	1	-3	109	1.0	-2.1	0	-1	-16	1	11
CCc1cc(C)cc(OCCNC(=O)c2ncn[nH]2)c1	1	0	83	1.2	-0.4	4	-5	2	6	2
Cc1cccc(C(=O)Nc2ccc(N3CCN(S(C)(=O)=O)CC3)cc2)c1	-2	2	90	1.3	2.0	11	4	-9	-11	-10
CC(C)(C)c1ccc(C(=O)NCC(=O)NCC(C)(C)N2CCOCC2)cc1	-2	-3	118	2.6	-2.5	1	0	-1	5	13
COc1ccc([C@@H]2CC=C(C(=O)O)[C@H](c3cccc(Cl)c3)N2S(=O)(=O)c2ccc(C)cc2)cc1OC	-4	0	103	1.6	-0.8	-3	-1	-2	7	5
Cc1nc2sc(C(c3cccc(F)c3)N3CCC(O)CC3)c(O)n2n1 (centres undefined)	-3	-4	.	-1.4	-2.4	-3	2	4	-2	13
Cc1cc(C)c(C#N)c(SCc2ccc(C#N)cc2)n1	3	1	100	0.3	0.0	-6	.	3	-3	0
Cc1ccc(C2=Nc3cccnc3C(c3ccccc3)=NN2)cc1	-4	1	.	0.1	-3.2	7	0	11	-8	15
N#Cc1c(N)n(-c2cccc(C(=O)O)c2)c2nc3ccccc3nc12	-9	4	92	0.7	-2.2	14	4	24	-30	11
CC(C)CCNC(=O)C(=O)Nc1cc2c3c(c1)CCC(=O)N3CCC2	-1	-1	94	-0.4	-1.8	-4	-1	0	-7	9

The list goes on, starting with the last three of the part before.
SMILES	Keap1-Nrf2 PPI	V-ATPase pH	Pemphigus Ab inh	LANA DNA inh	OPRM1-OPRD1 ag	cardiac RTF act	Wnt act	Arr AP2 block	Cardiac RTF inh	MOR-DOR inv ag
Cc1ccc(C2=Nc3cccnc3C(c3ccccc3)=NN2)cc1	-4	1	.	0.1	-3.2	7	0	11	-8	15
N#Cc1c(N)n(-c2cccc(C(=O)O)c2)c2nc3ccccc3nc12	-9	4	92	0.7	-2.2	14	4	24	-30	11
CC(C)CCNC(=O)C(=O)Nc1cc2c3c(c1)CCC(=O)N3CCC2	-1	-1	94	-0.4	-1.8	-4	-1	0	-7	9
Clc1cccc(NCc2nnc(SCc3ccccc3Cl)o2)c1	3	-2	107	-0.6	1.7	0	.	0	-2	-9
O=C(NCCC1=CCCCC1)C(=O)NCC1OCCCN1S(=O)(=O)c1cc(F)ccc1F (centres undefined)	0	-3	101	1.1	-0.2	2	-2	9	5	2
O=C(NC1CCN(Cc2ccc(Cl)c(Cl)c2)CC1)c1ccccc1	-6	6	101	0.3	-1.8	3	0	-15	0	8
O=C(CSc1ncccn1)NCc1ccccc1	0	2	97	-0.3	-0.2	4	9	26	3	1
Cc1cc(C)c(S(=O)(=O)NCCSCc2ccco2)c(C)c1	-5	1	100	3.2	3.0	1	2	7	-5	-13
COc1cccc(CNC(=O)CCC2CCCN(C(=O)Cc3ccccc3F)C2)c1 (centres undefined)	-2	3	99	0.0	1.5	10	-1	-13	-9	-7
CC1(C)OC(C(N)=O)C(C(N)=O)O1 (centres undefined)	5	-2	.	-1.0	-2.6	14	-6	24	-6	15
COC(=O)CCNC(=O)c1ccc2[nH]c(C)c(C)c2c1	-2	-4	109	-0.5	2.0	4	-1	-22	-10	-10
CCc1ccc2nc(N(CCCN(C)C)C(=O)c3ccc(S(=O)(=O)N4CCCc5ccccc54)cc3)sc2c1	6	-2	.	-0.4	11	0	-14	-5	4	-64
CC(=O)c1cn(CC(=O)Nc2ccc(C)cc2C)c2ccccc12	1	-3	114	-2.6	1.3	0	.	-4	1	-7
COc1ccc(CSc2nncn2C)cc1F	-1	2	87	2.0	1.7	7	2	-13	5	-12
CCOc1ccc(C(=O)N2CCN(C(=O)c3ccco3)CC2)cc1OCC	0	-3	100	0.1	-1.2	-3	-1	36	6	7
O=C(c1cc(-c2ccccc2Cl)nc2ccccc12)N1CCC1	-1	-2	106	-1.0	-0.8	-7	0	31	-3	5
COc1ccc(F)cc1CN1CCN(c2ncnc3scc(-c4ccccc4)c23)CC1	.	0	100	.	.	.	-5	5	.	.
COc1cccc(-c2csc(N3CCN(C(=O)C4CCCCC4)CC3)n2)c1	-5	0	101	1.8	4.0	2	.	0	-2	-21
CCNC(=O)/C(C#N)=C/c1c(N2CCN(c3ccc(OC)cc3)CC2)nc2c(C)cccn2c1=O	1	14*	94	1.4	-3.7	-10	-2	-7	0	20
CC1C(C#N)=C(SCC(N)=O)NC2=C1C(=O)CC(C)(C)C2 (centres undefined)	1	0	101	-0.3	0.2	1	-2	34	-8	-1
CCCCn1c(Cc2ccccc2)nnc1SCC(=O)Nc1cc(C)on1	-6	0	.	-1.4	-1.9	11	.	-1	-3	11
Cc1[nH]nc(SCC(=O)NCc2ccc(F)cc2)c1[N+](=O)[O-]	1	3	84	0.0	-3.1	-2	-4	6	-3	16
COc1ccc(-c2[nH]ncc2CN2CCC(OCc3ccccn3)CC2)c(F)c1	3	1	102	0.0	-1.9	4	-1	36	-3	10
Cc1nn(C)cc1CNC(=O)C1CCC(=O)N(CC2CCCCC2)C1 (centres undefined)	-5	-5	104	-1.0	-3.1	-3	3	7	-3	16
Cc1ccc(NC(=O)NNC(=O)c2cc3ccccc3cc2O)c(C)c1	4	0	90	-0.6	0.1	-1	-3	-15	-2	0
O=C(CN1C(=O)c2ccccc2C1=O)N(CCO)Cc1ccccc1	1	0	109	1.6	-5.7	0	0	-11	-11	25
Cc1ccc2c(c1)N(CC(=O)OCC(=O)NCc1ccccc1)C(=O)CO2	-3	-3	102	0.5	-2.1	-2	-2	10	-2	11
COc1ccccc1NC(=O)CCC(=O)OCc1ccc(Br)cc1	-10	12	122	1.1	1.3	1	2	0	-13	-7
C/C(CC(C)C)=N\Oc1nc(C)cc(C)n1	.	0	103	.	.	.	0	-26	.	.
O=C(CNC(=O)c1ccc(Cl)cc1Cl)NCC1CCCO1 (centres undefined)	3	1	97	1.4	0.1	-1	2	-3	-12	-1
Cc1cc(C)c2nc3c(c(C(=O)O)c2c1)CCC3	1	1	.	1.1	-1.9	-3	-1	-5	-2	11
Cc1ccc(S(=O)(=O)/N=C2/C=C(Sc3ncn[nH]3)C(=O)c3ccccc32)cc1	-40	-10	94*	46	23*	-12	.	43	-20	-125
O=C(NC1CC2CCC(C1)N2Cc1ccccc1)c1ccccc1Br (centres undefined)	-3	-1	98	0.1	-0.2	-2	0	5	-3	1

Source: PubChem (several laboratories)
